Hsp90 Hop PPI: qHTS Assay for Disrupters of an Hsp90 Co-Chaperone Interaction | Hsp90 C-terminal peptide / TPR2A (Hop) interaction, human | AlphaScreen TPR2A-His6 binding biotin-Hsp90 C-terminal peptide | Potency, µM (series often up to 57 µM), for the others: at the top dose activity change, negative = inhibition | 71,000 compounds, 0.44% hits; active means well fitted curve in either direction with a large enough effect; inconclusive means small, poorly fitted or top-dose-only effect, or another doubt; further: potency means the concentration at half of the fitted maximal effect; on the % scale 0 is the no-effect control and ±100 the full control effect; many of its hits are not listed in these tables
HADH2 inhib: qHTS Assay for Inhibitors of HADH2 (Hydroxyacyl-Coenzyme A Dehydrogenase, Type II) | 3-hydroxyacyl-CoA dehydrogenase type-2 (Homo sapiens), Q99714 | recombinant HADH2, NADH fluorescence, beta-hydroxybutyryl-CoA | Potency, µM (top dose mostly 57.1 µM), for inactives: at the highest dose activity change, negative = inhibition, usual class: inhibitors | 73,000 compounds, 3.4% hits | AID 886, 2007; further: potency means the concentration at half of the fitted maximal effect; on the % scale 0 is the no-effect control and ±100 the full control effect; nearly all actives have a fitted effect of over 60% in size; many of its hits are not listed in these tables
Target sequence (Q99714 whole entry, looked up, one chain of several): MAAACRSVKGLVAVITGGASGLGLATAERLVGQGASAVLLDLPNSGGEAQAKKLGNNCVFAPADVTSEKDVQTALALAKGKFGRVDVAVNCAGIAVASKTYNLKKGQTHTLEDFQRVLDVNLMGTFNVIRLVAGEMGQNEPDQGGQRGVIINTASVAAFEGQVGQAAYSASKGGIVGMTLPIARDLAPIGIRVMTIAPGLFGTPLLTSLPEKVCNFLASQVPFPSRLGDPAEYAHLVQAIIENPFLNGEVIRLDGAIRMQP
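NADH fluorescence (ex 360/em 450 nm) read every 30 s for 4 min; activity taken as last-minus-first time point difference. Enzyme 20 nM, NAD+ 1 mM, beta-hydroxybutyryl-CoA 90 uM, pH 9.0 Tris buffer.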
ALOX15 inhib: qHTS Assay for Inhibitors of 15-hLO (15-human lipoxygenase) | Polyunsaturated fatty acid lipoxygenase ALOX15 (Homo sapiens), P16050 | purified 15hLO-1, xylenol orange hydroperoxide absorbance | Potency, µM (titrated, usually from 57.1 µM), for inactives: at the top dose activity change, negative = inhibition, usual class: inhibitors | 74,000 compounds, 1.4% hits | AID 887, 2007; further: potency means the concentration at half of the fitted maximal effect; on the % scale 0 is the no-effect control and ±100 the full control effect; nearly all actives have a fitted effect of over 55% in size
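Quantitative HTS in 25 mM Hepes pH 7.5 containing 0.01% Triton X-100: human 15hLO-1 at 40 nM, arachidonic acid at 50 uM, 6 min turnover. Product quantified via ferrous oxidation/xylenol orange, 573:405 nm absorbance ratio.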
Tau fil binding: qHTS Assay for Tau Filament Binding. Microtubule-associated protein tau (Homo sapiens), P10636. recombinant tau filaments, thioflavin S fluorescence, 15 h; filaments grown with octadecylsulfate alongside compound. Potency, µM (series often up to 57.1 µM), for the others: at the top dose activity change, negative = inhibition. 71,000 compounds, 2% hits;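 further: potency means the concentration at half of the fitted maximal effect; on the % scale 0 is the no-effect control and ±100 the full control effect; actives lower thioflavin S fluorescence by blocking filaments or displacing dye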
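Thioflavine S fluorescence (ex 450, em 510 nm) reports filaments formed from 1 uM human tau plus 30 uM ODS over 15 h at 37 C (10 mM HEPES pH 7.4, 100 mM NaCl, 5 mM DTT); compounds displacing dye or blocking filaments lower signal.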
Texas Red fluor: qHTS Assay for Spectroscopic Profiling in Texas Red Spectral Region; Compound fluorescence, Texas Red channel, 547/618 nm; active compounds read high; max dye-equivalent concentration, M; 59,000 compounds, 0.06% hits; AID 587, 2007; in the data active means max dye-equivalent concentration above about 10 nM; inconclusive means between about 1.1 nM and that limit
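Compound fluorescence was read after 15 min at room temperature in 100 mM Tris, pH 8.0, using 547 nm excitation and 618 nm emission across a concentration series. It was expressed as Texas Red dye-equivalent concentration from an on-plate standard curve.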
ERK AVP inh: qHTS Assay for Inhibitors of the ERK Signaling Pathway using a Homogeneous Screening Assay. HEK293-V1b, vasopressin-stimulated pERK AlphaScreen. Potency, µM (titrated, usually from 57.5 µM), inactives show top-dose activity, negative = inhibition, actives largely listed as inhibitors. 72,000 compounds, 0.99% hits; further: potency means the concentration at half of the fitted maximal effect; on the % scale 0 is the no-effect control and ±100 the full control effect; nearly all actives have a fitted effect of over 55% in size
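Overnight-seeded V1b-HEK293 cells in 1% FBS got compound, then vasopressin (25 nM final, 5 min, 37C), then lysis buffer. AlphaScreen detection of phospho-ERK; activity normalized to basal and full-stimulation controls.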
Luciferase inh: qHTS Assay for Inhibitors of Firefly Luciferase | Potency, µM (doses to about 57.1 µM), for inactives: at the top dose activity change, negative = inhibition, hits mostly inhibitors | purified firefly luciferase, luminescence, 8 min | 72,000 compounds, 2.2% hits | AID 411, 2009; further: potency means the concentration at half of the fitted maximal effect; on the % scale 0 is the no-effect control and ±100 the full control effect; nearly all actives have a fitted effect of over 40% in size
Target sequence (P08659 whole entry, looked up): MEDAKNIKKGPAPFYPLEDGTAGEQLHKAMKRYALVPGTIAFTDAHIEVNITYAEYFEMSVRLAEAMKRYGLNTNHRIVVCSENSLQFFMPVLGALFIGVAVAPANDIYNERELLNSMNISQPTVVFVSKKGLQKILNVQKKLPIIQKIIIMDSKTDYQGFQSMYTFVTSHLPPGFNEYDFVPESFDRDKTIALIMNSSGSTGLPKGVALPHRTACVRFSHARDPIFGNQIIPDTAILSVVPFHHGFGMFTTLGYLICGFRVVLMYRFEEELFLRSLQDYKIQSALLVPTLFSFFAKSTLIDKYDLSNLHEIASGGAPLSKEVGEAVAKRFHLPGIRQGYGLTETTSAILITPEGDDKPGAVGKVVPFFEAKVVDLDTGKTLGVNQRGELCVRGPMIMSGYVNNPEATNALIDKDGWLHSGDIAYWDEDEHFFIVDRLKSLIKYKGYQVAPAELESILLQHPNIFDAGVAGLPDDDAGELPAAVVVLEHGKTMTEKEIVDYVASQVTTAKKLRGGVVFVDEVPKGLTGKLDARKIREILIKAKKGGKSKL
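Here, luciferase activity is measured as luminescence following an 8 min room-temperature reaction at 10 uM ATP, pH 7.2. Every library sample is titrated.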
Pol III holo inh: qHTS Assay for Inhibitors of DNA Polymerase III Holoenzyme System; 71,000 compounds, 0.25% hits; reconstituted DNA polymerase III holoenzyme replication, biochemical; Potency, µM (titrated, usually from 57.1 µM), inactives show at the highest dose activity change, negative = inhibition; further: potency means the concentration at half of the fitted maximal effect; on the % scale 0 is the no-effect control and ±100 the full control effect
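Reconstituted *E. coli* holoenzyme (0.35 nM Pol III, 1 nM beta, 154 nM SSB, 2 nM primase) was preincubated with compound for 15 min at RT. Synthesis on 1.4 nM ssM13Gori ran 35 min, then was stopped with PicoGreen/EDTA and read as dsDNA fluorescence.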
CRE-bla Fsk: Cell signaling CRE-BLA (Fsk stim) | CHO CRE-bla reporter (cAMP response element driving beta-lactamase), forskolin EC10, beta-lactamase ratio | 71,000 compounds, 2.5% hits | Potency, µM (titrated, usually from 38.2 µM), for the others: top-dose activity change, negative = inhibition, actives largely listed as activators; active means well fitted activation curve with a large enough effect in the signal ratio, with a control signal flat, not every such curve was filed as active; inconclusive means small, poorly fitted or top-dose-only effect, or effect the other way, or a change in a side signal; the % refers to the signal ratio; further: potency means the concentration at half of the fitted maximal effect; % of control where 0% means no effect
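Cells were plated overnight at 37 °C, exposed to compound titrations plus EC10 NKH 477 for 3 h, then given CCF4 dye for 2 h at room temperature. Blue/green (460/530 nm) ratio was converted to %Activity and AC50 values calculated.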
HBB splicing: qHTS Assay for Modulators of Hemoglobin Beta Chain Splicing | HBB splicing reporter cell assay, activation; EGFP reporter with mutant IVS2-654 intron; response scale: normalised to 500 nM splice-correcting PNA | Potency, µM (titrated, usually from 46.1 µM), without a hit: at the top dose activation, most hits filed as activators | 65,000 compounds, 0.06% hits | AID 925, 2007; further: potency means the concentration at half of the fitted maximal effect; 0% is about no effect
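HeLa cells stably expressing EGFP interrupted by mutant beta-globin intron 2 (IVS2-654), 500/well in 2% FCS. Treated with compound for 2 days at 37C. Splicing correction scored as total well GFP intensity (488 nm excitation, 500-520 nm emission); 500 nM antisense PNA served as control.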
Rhodamine autofl: qHTS Assay for Spectroscopic Profiling in Rhodamine Spectral Region | Rhodamine-region fluorescence, 547/598 nm, Tris buffer; active compounds read high | max dye-equivalent concentration, M | 59,000 compounds, 0.05% hits | AID 594, 2007; in the data active means max dye-equivalent concentration above about 11 nM; inconclusive means between about 1.1 nM and that limit
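Steps: pin-transfer compounds into pH 8.0 Tris (100 mM), hold 15 min at room temperature, image with a 547/598 nm filter pair, and convert intensities to rhodamine-equivalent concentration using a six-point on-plate rhodamine series.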
* = called active by the depositor; i = inactive; ? = inconclusive; nt = not tested or not shown; & = joins results of further samples; ! = a repeat was not active; [ ] = another dose, or the depositor's remark. Unless noted, the call rests on the fitted dose curve; in most records, active means well fitted curve in the direction sought with a large enough effect; inconclusive means small, poorly fitted or top-dose-only effect, or another doubt; inactive means no such curve, though single readings can be large; an effect the other way counts as inactive or inconclusive.

Compound,Hsp90 Hop PPI,HADH2 inhib,ALOX15 inhib,Tau fil binding,Texas Red fluor,ERK AVP inh,Luciferase inh,Pol III holo inh,CRE-bla Fsk,HBB splicing,Rhodamine autofl
CCn1c(SCC(=O)NCC2CCCO2)nc2c(c1=O)SC(C)C2 (stereo not given),-1%,0%,-2%,-15%,nt,nt,2%,-9%,0%,-1.4%,nt
CC1(C(=O)NC2CCCCCC2)CCC(=O)N1Cc1ccc2c(c1)OCO2 (stereo not given),2%,-4%,-5%,-14%,i,-14%,-1%,-1%,?,-1.8%,i
CCOC(=O)c1c(C)n(CCO)c2ccc(O)cc12,-5%,12%,0%,-8%,?,-25%,-2%,-1%,11%,-0.5%,i
O=C(CCCN1C(=O)CCC1=O)Nc1ccc2c(c1)OCO2,?,?,-17%,-19%,i,11%,2%,-14%,3%,-0.3%,i
Cc1ccnc(NC(=O)CCC(=O)N(CC(=O)NC2CCCCC2)Cc2ccc3c(c2)OCO3)c1,-2%,10%,11%,-3%,?,15%,0%,-5%,-15%,-0.1%,i
Cc1onc(-c2ccccc2)c1C(=O)Nc1cccc2nsnc12,4%,?,1%,50%,i,-1%,0%,0%,?,1.9%,i
CCOC(=O)c1c(-c2ccc(C)s2)csc1NC(=O)c1ccco1,-2%,?,-2%,-2%,i,?,1%,-2%,23%,0.1%[57.5 µM],i
Cc1cc(NC(=O)c2cc(-c3ccco3)on2)nn1Cc1ccc(Cl)cc1,-2%,23%,?,43%,i,?,-2%,11%,11%,2.6%,i
COc1ccccc1-n1cnnc1SCC(=O)c1cc(C)n(Cc2cccs2)c1C,-6%,4%,-5%,136%,i,8%,-13%,2%,-3%,-0.3%[57.5 µM],i
COc1ccc(C(=O)NCc2ccccc2OC)c(OC)c1,-4%[11 µM],6%[11.4 µM],-6%[11.4 µM],16%[11.4 µM],nt,-21%,-1%,-3%[11.4 µM],?,-0.4%[0.0738 µM],nt
CC(C)NCC(O)Cn1c2c(c3ccccc31)CCc1c-2cnn1-c1ccccc1 (stereo not given),-15%,?,13µM*,?,i,?,4%,-8%,-9%,3.4%[57.5 µM],i
CC1Cc2ccccc2N1C(=O)Cn1nc(C(=O)O)c2ccccc2c1=O (stereo not given),-6%,5%,1%,-1%,?,-20%,3%,-3%,4%,3.7%[57.5 µM],i
O=C(C1CCCN1S(=O)(=O)c1ccc(Cl)cc1)N1CCOCC1 (stereo not given),-7%,3%,0%,-9%,i,-8%,-1%,0%,?,1.4%,i
CCOC(=O)c1c(N)sc(C(=O)N(C)C)c1C,-3%,1%,7%,-5%,?,-5%,1%,-3%,15%,-0.3%,i
COCCNC(=O)[C@H](C)[C@@H]1C[C@@]1(C)[C@@H](NC(=O)OCc1ccccc1)c1ccccc1,-7%,9%,nt,7%,nt,-1%,nt,-2%,4%,0.4%,nt
Cc1nn(-c2ccccc2)c2nc(=O)n(-c3ccccc3)cc12,-1%,0%,-10%,-5%,i,5%,-1%,-28%,23%,-0.1%[57.5 µM],i
Cc1ccc(NC(=O)c2cnn(-c3ccccc3)c2NC(=O)c2ccco2)cc1,-1%,2%,-4%,13%,?,1%,-2%,-2%,-12%,nt,i
COC(=O)c1ccccc1NC(=O)C1CCCN(c2nnc(-n3cccc3)s2)C1 (stereo not given),-5%,-6%,-8%,57%,nt,-19%,-1%,4%,?,-1.4%,nt
CCOc1ccc(N2CC(C(=O)Oc3ccccc3)CC2=O)cc1 (stereo not given),-3%,-6%,-17%,-4%,i,23%,1%,2%,-3%,0.2%[57.5 µM],i
Cc1n[nH]c(C)c1S(=O)(=O)N1CCCC(C(=O)N2CCc3ccccc32)C1 (stereo not given),-6%,-7%,1%,0%,i,12%,-2%,3%,-9%,-0.2%,i
Cc1c(Cl)c(S(N)(=O)=O)cc(S(N)(=O)=O)c1NC(=O)c1ccc(Cl)cc1,-1%[11 µM],1%[11.4 µM],6%[11.4 µM],-3%[11.4 µM],i,-4%[11.5 µM],3%[11.4 µM],-7%[11.4 µM],-13%[7.6 µM],0.9%[9.22 µM],i
CCOC(=O)c1ccc(NC(=O)c2c(O)c3ccccc3n(C)c2=O)cc1,-3%,24%,?,15%,i,-11%,1%,-5%,?,2.2%,i
CC(C)(C)n1nnnc1CN(Cc1ccco1)Cc1cc2cc3c(cc2[nH]c1=O)OCO3,0%,-3%,-11%,-5%,?,1%,-1%,-3%,6%,4.7%,i
COc1ccc(COC2OC[C@]3(C)[C@H]4C5=C(CN3C(=O)OC(C)(C)C)[C@H](C)C(CO)C(CO)C5CC[C@@H]24)cc1 (stereo not given in full),2%,5%,nt,9%,nt,10%,nt,-10%,-6%,1.1%,nt
COc1ccc(N2CCN(C(=O)C34CCC(C)(C(=O)C3)C4(C)C)CC2)cc1 (stereo not given),-4%,1%,-3%,-8%,nt,-5%,1%,-2%,0%,0.8%[9.22 µM],nt
CN1CCN(C(=O)c2cc(Cl)ccc2Cl)CC1,2%,1%,?,-4%,nt,4%,-2%,2%,-2%,-3.3%,nt
CCCCn1c(CNC(=O)C(C)(C)C)nc2ccccc21,0%,8%,4%,0%,nt,nt,2%,-4%,-1%,-0.8%,nt
NCCNS(=O)(=O)c1cccc2cnccc12,-2%&-26%,1%&-16%,-1%[25.6 µM],?,i,-12%&-23%,-1%&2%,0%&-1%,?,2.6%,i
CCC(C)N1CC23C=CC(O2)C(C(=O)OCc2ccccc2)C3C1=O (stereo not given),-1%,15%,-10%,-2%,i,0%,1%,-2%,-3%,nt,i
O=C(NCc1ccncc1)/C(=N/O)c1ccccc1,-1%,9%,5%,41%,i,1%,-2%,-5%,-5%,-0.8%,i
C=CCN=C1SC(C)C(=O)N1S(=O)(=O)c1ccccc1 (stereo not given),-12%,-29%,-9%,11%,?,-30%,1%,-3%,10%,-3.3%,i
CCc1nnc(NC(=O)CCN2C(=O)c3ccccc3C2=O)s1,1%,0%,10%,-3%,i,14%,0%,-8%,2%,nt,i
CCOC(=O)N1CCN(C(=O)c2ccc(C)c(S(=O)(=O)Nc3ccccc3)c2)CC1,-6%,?,-12%,-6%,i,-6%,-1%,-3%,-10%,-1.0%,i
Cc1ccc(NS(=O)(=O)c2ccc(CCC(=O)O)cc2)cc1,-3%,1%,0%,3%,i,-14%,2%,-6%,-9%,-1.9%,i
NC(=NCCCCCCN=C(N)/N=C(\N)Nc1ccc(Cl)cc1)/N=C(\N)Nc1ccc(Cl)cc1,-8%,-13%,?,6.3µM*!,i,?,2%[25.5 µM],-5%,-20%,-1.8%,i
CCc1ccc2c(CN(CC)Cc3nc4ccccc4c(=O)[nH]3)cc(=O)oc2c1,-2%,4%,-10%,4%,i,-20%,0%,-4%,?,-0.3%[57.5 µM],i
O=C(Nc1ccccc1N1CCCCC1)c1ccc2nccnc2c1,-2%,12%,0%,?,i,29%,-1%,-3%,10µM*,-0.3%[57.5 µM],i
COc1ccc(N2C(=O)CC(NC3CC3)C2=O)cc1 (stereo not given),-1%,-5%,1%,-9%,i,22%,1%,-2%,-5%,nt,i

The list is partial; count on the stated rates, not on these rows.
